ASAP1 GAP inh – inhibitors of human ASAP1 ArfGAP activity. ASAP1-stimulated ARF1 GTP hydrolysis, GDP FP detection. 0.19% of 360,000 active. Q9ULH1. inhibition, % at 16.5 µM; in the data active means inhibition above about 25%;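 further: 0% = vehicle with enzyme and substrate and 100% = no enzyme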
KLK7 zymogen act – activates the human kallikrein-7 zymogen; purified proKLK7, EDANS-DABCYL substrate fluorescence; 100% is mature enzyme control, 0% vehicle; activation, % at 7 µM; 0.9% of 370,000 active;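 active means activation above the mean of all tested compounds plus 3 SD, computed per campaign excluding outliers beyond control limits, cut at about 13% in these data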
ADAM10 inh – inhibitors of human ADAM10 | recombinant ADAM10, EDANS/DABCYL FRET peptide cleavage, 3 h | inhibition, % at 7 µM | 0.62% of 370,000 active;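 active means inhibition above a per-campaign cutoff equal to the mean of compounds falling between control-based bounds plus 3 SD, cut at about 20% in these data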;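 further: 0% = DMSO wells while the 100% control is not disclosed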
rCAG RNA binder – molecules binding r(CAG) RNA repeats; r(CAG) RNA repeat, TO-PRO-1 dye displacement fluorescence; inhibition, % at 3 µM; 1.3% of 370,000 active;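 active means inhibition above the plate cutoff, the mean of all test compounds on that plate plus 3 SD, cut at about 35% in these data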;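 further: 0% = DMSO alone and 100% = 100 µM mitoxantrone as full dye displacement; higher means more dye released from RNA so lower well fluorescence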
Tn6 DDE FP – DD(E)-Tn6 binding inhibition, primary FP screen; inhibition, % at 8.3 µM; 0.21% of 370,000 active; P02675; AID 720509; Fibrin DD(E) TRITC-Tn6 fluorescence polarization displacement;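 active means inhibition above a per-campaign cutoff: mean of compounds within control limits plus 3 SD, cut at about 15% in these data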;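 further: 0% = median of all compound wells on the plate and 100% = blocking peptide control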
ARFGAP1 inhibitor – rat ARFGAP1 inhibition. Q62848. Arfgap1-stimulated ARF1 GTP hydrolysis, GDP FP detection. inhibition, % at 16.5 µM. 0.26% of 360,000 active;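 active means inhibition above a per-plate limit, mean inhibition of low control wells plus 3 SD, cut at about 25% in these data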;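 further: 0% = DMSO wells with enzyme and 100% = wells lacking Arfgap1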
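Repeats: one replicate per compound; assay system: rat Arfgap1 catalytic domain, aa 1-136; times: enzyme reaction 120 min at 25 °C after 20 min preincubation; detection: FP of antibody-bound GDP Alexa 633 tracer, ex 620/em 688 nm; benchmarks: high control wells lacking Arfgap1, low control full reaction with DMSO; reagent: human ARF1(Δ1-17)-GTP substrate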
HGIII-sPLA2 inh – Blocks human group III sPLA2 activity; Q9NZ20; QFRET BODIPY PC-A2 liposome hydrolysis, fluorescence; inhibition, % at 12.2 µM; 0.56% of 370,000 active; AID 743126;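 active means inhibition above mean plus 3 SD of compounds lying within the high and low control bounds, cut at about 19% in these data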;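 further: 0% = median of test compound wells and 100% = no enzyme DMSO wells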
FXN GAA850 act – increases GAA850 frataxin promoter reporter activity | 0.56% of 360,000 active | activation, % at 6 µM | HEK293 lucGAA850 FXN promoter luciferase reporter, 24 h; percent of 10 µM SAHA response;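 active means activation above the average of all compounds screened plus 3 SD, cutoff fixed separately per campaign, cut at about 7.5% in these data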;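 further: 0% = DMSO wells and 100% = 10 µM SAHA wells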
NPR2 activator – GC-B (human) receptor activation; HEK293-GC-B cells, CNP EC30, cGMP TR-FRET; 0% at EC30 CNP, 100% saturating CNP; P20594; activation, % at 10 µM; AID 1920062; 0.11% of 370,000 active;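 active means activation at 10 µM reaching about 35% in either raw or pattern-adjusted values, limit read from the data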
Target sequence (P20594 whole entry, looked up): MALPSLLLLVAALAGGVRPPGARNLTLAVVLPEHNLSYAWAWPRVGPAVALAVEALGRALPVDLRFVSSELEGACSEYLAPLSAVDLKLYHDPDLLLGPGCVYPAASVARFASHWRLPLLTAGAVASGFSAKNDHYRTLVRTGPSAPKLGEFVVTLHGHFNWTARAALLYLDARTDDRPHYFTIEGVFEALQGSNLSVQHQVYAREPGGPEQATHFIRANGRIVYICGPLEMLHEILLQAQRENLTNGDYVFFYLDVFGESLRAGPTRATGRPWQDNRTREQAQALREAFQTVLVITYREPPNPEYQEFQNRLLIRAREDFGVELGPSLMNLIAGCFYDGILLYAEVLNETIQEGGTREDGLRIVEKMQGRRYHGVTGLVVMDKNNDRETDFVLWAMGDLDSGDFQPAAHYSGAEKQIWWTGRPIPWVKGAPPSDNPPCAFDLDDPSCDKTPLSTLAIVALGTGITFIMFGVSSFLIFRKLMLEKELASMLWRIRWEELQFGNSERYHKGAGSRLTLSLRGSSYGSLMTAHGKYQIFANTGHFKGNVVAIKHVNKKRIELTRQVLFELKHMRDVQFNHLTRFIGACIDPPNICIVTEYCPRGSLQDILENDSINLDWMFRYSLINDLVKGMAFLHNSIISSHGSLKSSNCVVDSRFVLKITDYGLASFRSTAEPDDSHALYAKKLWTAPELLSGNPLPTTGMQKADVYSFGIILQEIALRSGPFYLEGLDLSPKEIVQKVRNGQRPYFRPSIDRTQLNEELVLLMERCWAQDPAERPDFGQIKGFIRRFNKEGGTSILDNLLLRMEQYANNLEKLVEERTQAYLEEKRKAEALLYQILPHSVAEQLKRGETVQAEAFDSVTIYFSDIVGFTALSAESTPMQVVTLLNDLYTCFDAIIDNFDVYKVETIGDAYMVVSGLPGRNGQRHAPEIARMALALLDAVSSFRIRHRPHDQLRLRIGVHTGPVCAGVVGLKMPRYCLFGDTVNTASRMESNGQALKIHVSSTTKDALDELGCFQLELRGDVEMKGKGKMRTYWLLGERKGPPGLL
NPR1 activator – GC-A (human) enzyme activation; 0.14% of 370,000 active; AID 1671463; activation, % at 10 µM; HEK293 GC-A cells, cGMP TR-FRET, EC30 ANP; 0% at EC30 ANP, 100% saturating ANP; in the data active means activation above about 40%
An asterisk follows results filed as active; / = no result given. Compounds as they come, and some 4.5% of all compounds hit somewhere here.

SMILES | ASAP1 GAP inh | KLK7 zymogen act | ADAM10 inh | rCAG RNA binder | Tn6 DDE FP | ARFGAP1 inhibitor | HGIII-sPLA2 inh | FXN GAA850 act | NPR2 activator | NPR1 activator
O=C(NC1CCN(C(=S)NCc2ccco2)CC1)c1ccc(F)cc1 | -6 | 0.0 | -3 | -1 | 0 | -9 | 10 | 2.4 | -3 | 2
O=C(CN1C(=O)NC2(CCc3ccccc32)C1=O)Nc1cccc(F)c1 (stereo not given) | 2 | -1.0 | -12 | -2 | 1 | 5 | 3 | 1.1 | 6 | 2
CCCS(=O)(=O)N1CCN(CCCc2ccccc2)CC1 | 6 | -0.3 | 8 | 1 | 0 | 4 | 1 | 0.5 | 0 | 5
CC(=O)NC(CCS(C)(=O)=O)C(=O)Nc1ccc(C)c(F)c1 (stereo not given) | 12 | 0.1 | -3 | 0 | -5 | -2 | 11 | 0.6 | 0 | -4
O=C(NC1CCCC1)C(=O)c1c[nH]c2ccccc12 | 10 | 0.0 | -3 | -3 | 0 | -1 | -7 | 4.0 | -1 | 5
CCC(=O)c1cc(F)ccc1OCC(=O)N1CCN(c2ccc(F)cc2)CC1 | 8 | 0.9 | 5 | -3 | 2 | 23 | -1 | -2.2 | -5 | -5
Nc1nc(SCc2ccc(Cl)cc2Cl)c2ncn(C3OC(CO)C(O)C3O)c2n1 (stereo not given) | -8 | -0.1 | -8 | 8 | -1 | -3 | 1 | 3.2 | 1 | 10
CCc1nc2ccc(C(=O)N3CCN(S(=O)(=O)CC)CC3)cn2c1N(C=O)Cc1ccc(OC)cc1 | -1 | 0.0 | -12 | -1 | 0 | -7 | 4 | -0.9 | -3 | 2
COc1ccc(-c2cc(C(=O)NN=Cc3ccccc3F)[nH]n2)cc1 | / | 0.2 | -9 | 3 | -5 | / | 5 | / | -6 | -1
CN1CCC(=NNC(=O)C(=O)NC2CCCCC2)CC1 | -7 | 0.0 | 7 | -1 | -1 | 3 | 0 | 0.1 | 1 | -1
COc1ccc(CN2CCNC(=O)C2CC(=O)NCCCC2CCCC2)c(C)c1C (stereo not given) | -7 | -0.3 | -9 | -3 | 9 | -6 | 1 | -0.4 | 2 | -2
NS(=O)(=O)c1ccc(NC(=O)CCC2CCCCC2)cc1 | 22 | 0.5 | 3 | 5 | 9 | 12 | -8 | 1.8 | 1 | 2
COc1cc(NC(=O)C(C)Oc2ccccc2)c(C(=O)O)cc1OC (stereo not given) | -14 | -0.8 | 1 | 3 | 11 | -9 | -2 | 1.4 | 5 | -2
CN(Cc1ccccc1)CC(O)COc1ccc(CNCc2cc3ccccc3s2)cc1 (stereo not given) | 8 | -0.2 | 6 | -2 | -1 | 3 | -12 | 1.0 | -7 | -3
NC(=O)NC(CC(=O)NNC(=O)c1cccs1)c1ccc(Cl)cc1 (stereo not given) | 22 | -0.3 | -4 | 3 | -1 | 8 | -5 | 0.0 | 2 | 1
O=C(NCc1ccccn1)C(=O)NN=C1CCCCCCC1 | 1 | -0.6 | 0 | 1 | 0 | -5 | 7 | 2.0 | -5 | 0
COc1cccc(/C=N/NC(=O)c2ccc(N(C)S(=O)(=O)c3ccccc3)cc2)c1OC | -6 | 0.4 | 5 | 6 | 3 | 9 | 3 | -0.9 | -9 | -6
Cc1ccc(N=C2CSC(=O)N2)cc1 | 6 | -0.5 | -1 | -3 | 3 | -3 | -12 | -1.3 | -3 | 2
CC1=CC(C)(C)N(C(=O)CSc2nncn2C)c2ccccc21 | -12 | -0.6 | 1 | -4 | -2 | 0 | 5 | -0.2 | 1 | 0
CN(C)C(=O)C1OC(C)(C)OC1C(=O)N(C)C (stereo not given) | -2 | 0.3 | 4 | -2 | 7 | -16 | 1 | 1.0 | 1 | 3
COc1ccc(-c2[nH]ncc2CN2CCSCC2)c(OC)c1 | 16 | 0.7 | 2 | -3 | -1 | 6 | 2 | -2.3 | 3 | -3
COc1ccc(C(=O)Nc2ccccc2C(=O)NC2CC2)c(OC)c1OC | -2 | 0.1 | -16 | -1 | -7 | 11 | 7 | 0.2 | 6 | 0
CCN(Cc1ccccc1)S(=O)(=O)c1ccc(S(=O)(=O)N2CCN(CCC#N)CC2)cc1 | 9 | -0.1 | -13 | 0 | -5 | -4 | 7 | 0.4 | 4 | 1
C/C(=N\NC(N)=S)c1ccncc1 | 5 | -0.4 | -1 | -2 | 3 | -2 | -3 | -0.2 | 4 | 1
Nc1nc2n(n1)C(=O)CC(c1ccc(Cl)cc1)N2 (stereo not given) | -1 | -0.1 | -8 | 2 | -7 | 4 | 6 | -0.8 | 6 | -2

Entries of single compounds as entered above. Values in the order: ASAP1 GAP inh | KLK7 zymogen act | ADAM10 inh | rCAG RNA binder | Tn6 DDE FP | ARFGAP1 inhibitor | HGIII-sPLA2 inh | FXN GAA850 act | NPR2 activator | NPR1 activator
Shown for COc1cccc(/C=N/NC(=O)c2ccc(N(C)S(=O)(=O)c3ccccc3)cc2)c1OC : -6 | 0.4 | 5 | 6 | 3 | 9 | 3 | -0.9 | -9 | -6
Shown for CCc1nc2ccc(C(=O)N3CCN(S(=O)(=O)CC)CC3)cn2c1N(C=O)Cc1ccc(OC)cc1 : -1 | 0.0 | -12 | -1 | 0 | -7 | 4 | -0.9 | -3 | 2
Shown for CCN(Cc1ccccc1)S(=O)(=O)c1ccc(S(=O)(=O)N2CCN(CCC#N)CC2)cc1 : 9 | -0.1 | -13 | 0 | -5 | -4 | 7 | 0.4 | 4 | 1

3 records picked at random from the list so far:
SMILES | ASAP1 GAP inh | KLK7 zymogen act | ADAM10 inh | rCAG RNA binder | Tn6 DDE FP | ARFGAP1 inhibitor | HGIII-sPLA2 inh | FXN GAA850 act | NPR2 activator | NPR1 activator
Cc1ccc(N=C2CSC(=O)N2)cc1 | 6 | -0.5 | -1 | -3 | 3 | -3 | -12 | -1.3 | -3 | 2
NC(=O)NC(CC(=O)NNC(=O)c1cccs1)c1ccc(Cl)cc1 (stereo not given) | 22 | -0.3 | -4 | 3 | -1 | 8 | -5 | 0.0 | 2 | 1
O=C(NC1CCN(C(=S)NCc2ccco2)CC1)c1ccc(F)cc1 | -6 | 0.0 | -3 | -1 | 0 | -9 | 10 | 2.4 | -3 | 2

Three compounds from above, sorted by the value under KLK7 zymogen act, high to low:
Compound	KLK7 zymogen act
COc1ccc(-c2[nH]ncc2CN2CCSCC2)c(OC)c1	0.7
COc1ccc(-c2cc(C(=O)NN=Cc3ccccc3F)[nH]n2)cc1	0.2
O=C(NCc1ccccn1)C(=O)NN=C1CCCCCCC1	-0.6

Further results
SMILES | ASAP1 GAP inh | KLK7 zymogen act | ADAM10 inh | rCAG RNA binder | Tn6 DDE FP | ARFGAP1 inhibitor | HGIII-sPLA2 inh | FXN GAA850 act | NPR2 activator | NPR1 activator
CCc1nnc(NC(=O)COc2ccc3c(c2)OCO3)s1 | 8 | -0.2 | 1 | 3 | 7 | 5 | 4 | -0.2 | 3 | 5
COc1cccc(/C=C2\SC(=N)N(c3ccc(F)cc3)C2=O)c1 | -1 | -0.1 | -1 | 1 | -6 | 7 | 1 | 0.9 | -2 | 3
Cc1cc(C)n(CC(=O)NNC(=O)COc2ccc(Cl)cc2Cl)n1 | 7 | 0.1 | -2 | -1 | 0 | 3 | -1 | 0.0 | -1 | 1
C[C@@H]1COC(=O)[C@H](Cc2ccc(F)cc2)CC/C=C/C[C@@H](CC(=O)N[C@@H](CO)Cc2ccccc2)C(=O)N1 | 7 | 0.5 | 3 | -7 | -2 | 7 | -2 | 3.5 | 0 | 1
Cc1nc2c(C(=O)NCc3ccco3)cnn2c(C)c1Cc1ccc(F)cc1Cl | 7 | -0.3 | -41 | 1 | -4 | 4 | -2 | -1.3 | -2 | 1
CCC(CC)NC(=O)O[C@H]1CC[C@@]23CCCN2C(=O)CCC[C@H]3C1 | / | / | -10 | / | -5 | / | 5 | / | -2 | -4
COc1ccc(NC(=O)CN2C(=O)NC3(CCCCC3C)C2=O)cc1S(=O)(=O)N1CCOCC1 (stereo not given) | -19 | -0.2 | -7 | 1 | 0 | -11 | -5 | -0.8 | 3 | 5
CCn1c2c(c(=N)c3ccccc31)CCC2 | -4 | -0.2 | -10 | -1 | -2 | 9 | 5 | 1.0 | 2 | 18
O=S1(=O)CC=C(CSc2nc3ccccc3[nH]2)C1 | 4 | -0.5 | 10 | 4 | -2 | 3 | 5 | 0.6 | 2 | 1
O=C(C(Cl)c1ccccc1)N1CCOCC1 (stereo not given) | -9 | 0.2 | -7 | -1 | 0 | 4 | 1 | -0.3 | 1 | 1
O=C(CSc1ccccc1)Nc1cccc(S(=O)(=O)N2CCCCC2)c1 | -3 | 0.3 | -3 | 4 | -1 | 2 | -22 | 1.1 | 8 | 0
Cc1c(/C=N/NC(=O)c2ccc3c(c2)OCO3)cnn1C | 9 | -0.4 | 11 | 2 | -1 | -7 | -1 | 1.4 | 2 | 0
CCc1ccccc1N1CC23C=CC(O2)C(C(=O)OC)C3C1=O (stereo not given) | 10 | -0.2 | -14 | -1 | 9 | 3 | 3 | 0.8 | -6 | 0
O=C(CCN1C(=O)c2ccccc2C1=O)N1CCN(C(=O)c2ccccc2)CC1 | -1 | -0.8 | 11 | -4 | 2 | -2 | 8 | 3.3 | 1 | -2
O=C1NC2(CCCCC2)C(=O)N1CC(=O)N1CCc2ccccc21 | 20 | 0.5 | -18 | 3 | 2 | -1 | 14 | 2.5 | 0 | 0
O=C(NC1CCCCN(Cc2ccc(OC(F)(F)F)cc2)C1=O)c1cccc(C(F)(F)F)c1 (stereo not given) | / | 0.3 | 2 | -2 | 6 | / | 13 | / | -1 | -2
Cc1ccnc(NC(=O)CCCOc2ccccc2)c1 | 0 | -0.2 | 5 | 1 | 1 | 4 | 15 | 1.0 | -1 | -1
N=C1/C(=C\c2ccc(OC(=O)c3ccco3)cc2)C(=O)N=C2SC(N3CCCCC3)=NN12 | 13 | -1.8 | -54 | 40* | 3 | 6 | -14 | 0.2 | 1 | -5
Cc1ccc(-c2nnc(SC(C)C(=O)NCC3CCCO3)nc2-c2ccc(C)cc2)cc1 (stereo not given) | 8 | 0.3 | 7 | -1 | 10 | -1 | -5 | 0.6 | 3 | -5
CNc1nnc(-c2ccc(C)cc2)c2ccccc12 | 5 | -0.5 | -6 | 2 | -14 | -3 | -3 | 3.4 | -4 | 5
N#CCc1nc2ccc(S(=O)(=O)N3CCOCC3)cc2s1 | -2 | -2.4 | -15 | 43* | 5 | 2 | -7 | -0.6 | -4 | 4
Cc1ccc(S(=O)(=O)NCCSc2nnnn2C)cc1 | -14 | 0.7 | -11 | -2 | 2 | -3 | 1 | 0.1 | 2 | 2
Cc1cc(NC(=O)COC(=O)C2CSC3(C)CCC(=O)N23)ccc1Br (stereo not given) | 6 | -0.2 | -11 | -1 | -2 | 5 | -2 | 0.1 | 0 | 2

High-throughput results: PubChem BioAssay, several laboratories
